Myeloid diff 2: myeloid differentiation induction. ER-HoxA9 myeloid progenitors, lysozyme-GFP differentiation, flow cytometry. calls only at 10 µM. hit rate 1% among 360,000. AID 624256;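 active means normalized GFP-positive differentiation at or above the plate's own cutoff, the solvent-only control mean plus 3 SD; inconclusive means no clear call, values can overlap the other calls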;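 further: cells exposed to compound for four days before flow analysis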
Myeloid diff 2 GFP+ MAC1+ %: further read-out of Myeloid diff 2, marked with its call; GFP+ MAC1+ double positive, %; measured here: differentiation confirmed by MAC1 staining
Numbers without * were called inactive; i = inactive; ? = inconclusive; . = not tested or not shown; + = active, no number; & = joins results of further samples.

SMILES	Myeloid diff 2	Myeloid diff 2 GFP+ MAC1+ %
Nc1ncnc2c1ncn2[C@@H]1O[C@H](COP(=O)(O)OP(=O)(O)OP(=O)(O)O)[C@@H](O)[C@H]1O	i	2.6
COc1cc2cnc(-c3ccccc3)c(-c3cc(OC)c(OC)c(OC)c3)c2cc1OC	i	0.8
Cc1sc2ncnc(N3CCC(C(=O)NNC(=O)COc4ccccc4Cl)CC3)c2c1C	i	0.1
Cc1cnc(C(=O)OCc2nc3ccsc3c(=O)[nH]2)cn1	i	0.4
O=S1(=O)c2ccccc2OC(COCc2ccccc2)CN1C1CC1 (stereo not given)	i	1.5
O=C(Cc1ccc(NC(=O)C2CCCN(C(=O)C3CCCC3)C2)cc1)Nc1cccc(C(=O)N2CCCC2)c1 (stereo not given)	i	0.9
CC(C)Nc1nc(Nc2ccc(C#N)cc2)c2sccc2n1	i	1.3
O=C(CSc1nncs1)Nc1nccs1	i	0.8
COc1ccc(-c2noc3c2-c2nc(C(C)C)sc2CC3)cc1	i	1.5
Cc1cccc(C)c1NC(=O)C(c1ccccc1)N1CCN(c2ccc(F)cc2)CC1 (stereo not given)	i	0.5
CSc1ccc(CSCC(=O)N2CCN(S(=O)(=O)c3ccc(C)cc3C)CC2)cc1	i	0.4
Cc1ccc(C(=O)Nn2cnnc2)cc1[N+](=O)[O-]	i	0.5
O=C1CC/C=C\C[C@@H](CC(=O)N(CCO)Cc2ccccc2)C(=O)NC[C@@H](c2ccccc2)O1	i	1.9
Cc1ccc(C)c(NC(=O)C(OC(=O)c2cnc(C)cn2)c2ccccc2)c1 (stereo not given)	i	0.5
O=C(COC(=O)c1ccc(OC(F)F)cc1)Nc1cccc(S(=O)(=O)NC2=NCCC2)c1	i	0.7
O=C(/C=C/c1cccc(F)c1)OCC(=O)c1ccc[nH]1	i	0.2
COC(=O)C1=CO[C@@H](O[C@@H]2O[C@H](CO)[C@@H](O)[C@H](O)[C@H]2O)C2C1CC(O)O[C@H]2C (stereo not given in full)	i	1.4
Cc1cc(NC(=O)COC(=O)c2ccc(S(=O)(=O)C(F)F)cc2)n(-c2ccccc2)n1	i	0.1
COc1ccc2nc3n(c(=O)c2c1)-c1cc2ccccc2cc1C(=O)NC3Cc1ccccc1 (stereo not given)	i	0.6
COc1cccc(S(=O)(=O)N(C)C[C@@H]2OCc3cnnn3CCCC(=O)N([C@@H](C)CO)C[C@H]2C)c1	i	0.9

The closing three entries of the part above come first, to join the parts.
SMILES	Myeloid diff 2	Myeloid diff 2 GFP+ MAC1+ %
Cc1cc(NC(=O)COC(=O)c2ccc(S(=O)(=O)C(F)F)cc2)n(-c2ccccc2)n1	i	0.1
COc1ccc2nc3n(c(=O)c2c1)-c1cc2ccccc2cc1C(=O)NC3Cc1ccccc1 (stereo not given)	i	0.6
COc1cccc(S(=O)(=O)N(C)C[C@@H]2OCc3cnnn3CCCC(=O)N([C@@H](C)CO)C[C@H]2C)c1	i	0.9
CCC1(c2ccccc2)NC(=O)N(CC(=O)NNC(=O)CCN2CCN(c3ccccc3)CC2)C1=O (stereo not given)	i	0.7
O=C(Nc1nc2ccc(Cl)cc2s1)C1CC1	i	0.0
c1ccc(C2=NC(c3ccccc3)CC2)cc1 (stereo not given)	i	0.5
O=C(CN1C(=O)NC(Cc2ccccc2)C1=O)Nc1ccc(F)c(Cl)c1 (stereo not given)	i	1.3
Cc1ccc(NC(=O)c2ncn(CCCNCC(C)c3ccccc3)n2)cc1C (stereo not given)	i	0.3
CS(=O)(=O)c1ccc(CNC(=O)C2(C(F)(F)F)C/C(=C/CCO)CCCO2)cc1 (stereo not given)	i	1.2
O=[N+]([O-])c1cc(S(=O)(=O)N2CCOCC2)ccc1N1CCNCC1	i	1.0
COc1cccc(N2CC(C(=O)NCc3n[nH]c(=O)c4ccccc34)CC2=O)c1 (stereo not given)	i	1.0
C[C@H](NC(=O)C[C@@H]1C=C[C@@H](NC(=O)CN2CCOCC2)[C@@H](CO)O1)c1ccccc1	i	1.7
O=C(Nc1cccc2nsnc12)c1cc2c(cc1Cl)Sc1nccn1S2(=O)=O	i	1.1
CN1CCN(c2ccc(CNC(=O)c3ccc(-c4ccc(F)c(F)c4)c4ccoc34)cc2)CC1	+	3.0*
CCOC(=O)Cc1csc(SCC(=O)N(CC(C)C)c2c(N)n(Cc3ccccc3)c(=O)[nH]c2=O)n1	i	1.9
CN1CCCC1(C)C(=O)NCc1ccc(F)cc1Cl (stereo not given)	i	1.3
CC(OC(=O)Cc1c(F)cccc1Cl)C(=O)NC1(C#N)CCCCC1 (stereo not given)	i	0.9
Nc1ccn([C@@H]2O[C@H](C(=O)N[C@H](CO)c3ccccc3)[C@@H](O)[C@H]2O)c(=O)n1	i	0.7
CCCCNC(=O)C(C#N)c1nc2ccccc2nc1N1CCN(Cc2ccc3c(c2)OCO3)CC1 (stereo not given)	i	0.5
O=S(=O)(NC(=S)c1ccccc1)c1ccccc1	i	0.7
Cc1ccccc1-c1cc(C(=O)NCc2ccc(OC(F)(F)F)cc2)nn1CC1CC(c2cccc([N+](=O)[O-])c2)=NO1 (stereo not given)	i	2.3
CCCCCCSc1ccc(-c2nc3ccc(C)cn3c2NCc2ccccc2)cc1OC	i	0.5&0.8
C=C(C)Cn1c2ccc(NC(=O)CCc3cccc(Cl)c3)cc2c(=O)n1C	i	0.7
CCOc1ccc(NC(=O)CN2CCN(C(=O)c3ccco3)CC2)cc1S(=O)(=O)N1CCCC1	i	0.4
CC(C)Oc1ccc(C(=O)N2CCC(CCC(=O)NC3CC3)CC2)cc1	i	0.5
O=C(COC(=O)c1cccc(OC(F)F)c1)Nc1cc(S(=O)(=O)N2CCCC2)ccc1Cl	i	1.5
O=C(NCc1cccnc1)c1cc(C(=O)NCc2cccnc2)cc([N+](=O)[O-])c1	i	1.0
O=C(COC(=O)c1ccccc1)Nc1ncc([N+](=O)[O-])s1	i	0.8
Cc1cc(F)ccc1S(=O)(=O)NCC(c1ccc2c(c1)OCO2)N1CCOCC1 (stereo not given)	i	0.3
CN(CC(=O)Nc1ccccc1Cl)CC(=O)c1c(N)n(Cc2ccccc2)c(=O)n(C)c1=O	i	0.2
O=c1ccoc2ccccc12	i	1.9
Nc1ccn(C(C=O)CC(C=O)CO)c(=O)n1 (stereo not given)	i	1.5
N#CCC(=O)Nc1ccc(C(=O)OC(C(=O)Nc2ccc([N+](=O)[O-])cc2Br)c2ccccc2)cc1 (stereo not given)	i	1.1
CCN(CC)S(=O)(=O)c1ccc(Cl)c(NC(=O)COC(=O)C2CCCCC2)c1	i	1.1
CCOc1cc(C=NNC(=O)CCCC(=O)NN=Cc2ccc(O)c(OCC)c2)ccc1O	i	1.4
Cc1cc(C)c(S(=O)(=O)N2CCN(C3CC(=O)N(c4ccccc4Cl)C3=O)CC2)c(C)c1 (stereo not given)	i	0.5
C=CCC(C(=O)Oc1c(C(C)(C)C)cc(C)cc1C(C)(C)C)c1ccccc1 (stereo not given)	i	0.6
CC(C)C[C@H]1CNC(=O)C(=O)N1CC1CCN(CC2CCC(C(C)(C)C)CC2)CC1 (stereo not given in full)	i	0.6
Cc1csc(SCC(=O)Nc2cc(S(=O)(=O)N(C)C)ccc2C)n1	i	0.2
C=CC(C)(C)O[C@@H]1O[C@H](CO)[C@@H](O)[C@H](O)[C@H]1O	i	0.4
Cc1ccc(C(=O)OCC(=O)Nc2ccccc2C(F)(F)F)cc1S(=O)(=O)N1CCCCC1	i	0.6
O=C(c1ccncc1)N1CCN(S(=O)(=O)c2cc(C(F)(F)F)cc(C(F)(F)F)c2)CC1	i	0.8
COc1ccc(C(=O)c2c3ccccc3[n+]([O-])n2CCCN)cc1	i	2.0&1.2

A draw from above in order of length of the SMILES, smallest number first.
SMILES	Myeloid diff 2	Myeloid diff 2 GFP+ MAC1+ %
O=c1ccoc2ccccc12	i	1.9
O=C(COC(=O)c1ccccc1)Nc1ncc([N+](=O)[O-])s1	i	0.8
C=CC(C)(C)O[C@@H]1O[C@H](CO)[C@@H](O)[C@H](O)[C@H]1O	i	0.4
CC(C)C[C@H]1CNC(=O)C(=O)N1CC1CCN(CC2CCC(C(C)(C)C)CC2)CC1 (stereo not given in full)	i	0.6
Cc1ccc(C(=O)OCC(=O)Nc2ccccc2C(F)(F)F)cc1S(=O)(=O)N1CCCCC1	i	0.6
CCOc1ccc(NC(=O)CN2CCN(C(=O)c3ccco3)CC2)cc1S(=O)(=O)N1CCCC1	i	0.4
N#CCC(=O)Nc1ccc(C(=O)OC(C(=O)Nc2ccc([N+](=O)[O-])cc2Br)c2ccccc2)cc1 (stereo not given)	i	1.1

Additional results follow:
SMILES	Myeloid diff 2	Myeloid diff 2 GFP+ MAC1+ %
CC(CCNC(=O)c1ccccc1)(CCNC(=O)c1ccccc1)[N+](=O)[O-]	i	0.9
CSCCC(c1nnnn1C(C)(C)C)N1CCN(C/C=C/c2ccccc2)CC1 (stereo not given)	i	0.7
CCc1nc2c(OCc3ccc(Cl)cc3)cccn2c1N(C)C(=O)c1ccccc1F	i	1.9
C=CCn1c(SCC(=O)Nc2ccc(C(=O)O)cc2)nc2sc(C)c(C)c2c1=O	i	1.8
CS(=O)(=O)c1ccc(Cl)c(NC(=O)COC(=O)CNC(=O)c2sc3ccccc3c2Cl)c1	i	1.0
Cc1ccc(F)cc1NC(=O)CN1C(=O)NC2(CCCc3ccccc32)C1=O (stereo not given)	i	0.6
Cn1c(=O)c2c(nc(CN3CCN(c4ccccc4F)CC3)n2CCCc2ccccc2)n(C)c1=O	i	0.9
COC(=O)c1ccc(N2C(c3ccsc3)=Cc3cc4c(cc3C2CC(=O)c2ccco2)OCO4)cc1 (stereo not given)	i	2.1
O=C(c1ccccc1)N(CCCl)C(=O)N(CCCl)C(=O)c1ccccc1	i	4.5
Cc1cc(Br)ccc1NC(=O)CN(C)C(=O)c1ccc2ccccc2n1	i	0.4
NCCCCc1ccc2ccc3cccc4ccc1c2c34	i	0.5
O=C(CNC(=O)c1ccccc1Br)NCC(c1ccco1)N1CCCCC1 (stereo not given)	i	0.7
Cc1[nH]c2ccccc2c1C(=O)C(=O)NCc1nnnn1-c1cccc(F)c1	i	0.9
CC(C)(C)OC(=O)N(CCc1ccccc1)Cc1ccc(OCc2cccc(NC(=O)c3ccccc3)c2)cc1	?	.
COc1ccc(N2CCN(C(=O)COC(=O)c3c(-c4ccccc4)noc3C)CC2)cc1	i	0.7
Cc1ccc(C)c(NC(=O)COC(=O)CC2CC3CCC2C3)c1 (stereo not given)	i	1.6
O=C(OCC(=O)N(CCc1ccccc1)Cc1ccccc1)c1cc(S(=O)(=O)N2CCOCC2)ccc1F	i	0.7
COc1ccccc1C(=O)N1CCCC(C)(C(=O)NS(=O)(=O)C2CC2)C1 (stereo not given)	i	0.4
O=C(Nc1cccc(F)c1)Nc1nnc([C@@H]2O[C@H](CO)[C@@H](O)[C@H]2O)s1	i	0.9
CCN1CCN(C(=O)c2cc(-c3ccco3)nc3ccccc23)CC1	i	0.7
CC12CCC(=O)N1C(C(=O)Nc1nc3ccc(Cl)cc3s1)CS2 (stereo not given)	i	1.0
O=C1c2cc(O)c(O)cc2S(=O)(=O)C1c1ccccc1 (stereo not given)	i	1.8
CC(O)CNc1nc(N)[nH]c(=O)c1N=Nc1ccccc1 (stereo not given)	i	1.6
COc1ccc(-c2ccc(CN3C(C(C)C)C(=O)N(Cc4cn(CCC5OCCCO5)nn4)CCS3(=O)=O)cc2)cc1OC (stereo not given)	i	0.4
CCOC(=O)C1CCN(S(=O)(=O)c2c[nH]c(=O)[nH]c2=O)CC1	i	1.1
COc1ccc(NC(=O)c2ccc(-n3cncn3)c([N+](=O)[O-])c2)cc1OC	i	1.1
COc1ccccc1-c1sc2cc3c(cc2c1C#Cc1cncn1C)OCO3	i	1.2
O=C(CSC1=NS(=O)(=O)c2cc(Cl)ccc2N1)NCCc1ccccc1	i	0.4
CC1CCCN(C(=O)COC(=O)C2CCN(S(=O)(=O)c3ccc(Cl)c(C(F)(F)F)c3)CC2)C1 (stereo not given)	i	1.2
Cc1onc(-c2ccccc2)c1C(=O)NCc1ccc(F)cc1	i	1.0
COc1cccc(C(C(=O)NCc2ccccc2)N2CCN(C(=O)C3CCCO3)CC2)c1OC (stereo not given)	i	1.1
CCCCNC(=O)C[C@@H]1C[C@@]2(C(=O)OCC)CCC=C2N(Cc2ccco2)C1=O	i	0.6
c1ccc(CSc2nnc(-c3ccccc3)c(-c3ccccc3)n2)cc1	i	1.0
O=C(CSc1nc(-c2ccccc2)cs1)NCCCN1CCCC1=O	i	1.3
CN(CC(=O)Nc1ccccc1Br)C(=O)c1ccccc1OCc1ccc(F)cc1	i	0.4
FC(F)(F)c1cc(CCN2CCNC[C@@H]2CC2CCCCC2)cc(C(F)(F)F)c1	i	2.6
O=C(NC(=S)N1CCOCC1)c1cn(-c2ccccc2)nc1-c1ccc(F)cc1	i	0.9
Brc1cc2c(cc1C1OCCCO1)OCO2	i	0.8
CC1=C(C(=O)N(C(C)C)C(C)C)CC(CC(=O)NCCc2ccccn2)C(=O)N1Cc1ccccc1 (stereo not given)	i	0.4
O=C(NCc1ccccc1F)c1ccc(S(=O)(=O)N2CCCC2)cc1	i	1.4

A few values from the list:
Result of CCOC(=O)C1CCN(S(=O)(=O)c2c[nH]c(=O)[nH]c2=O)CC1 in Myeloid diff 2 GFP+ MAC1+ %: 1.1
Result of Brc1cc2c(cc1C1OCCCO1)OCO2 in Myeloid diff 2 GFP+ MAC1+ %: 0.8

Remaining list, next part
SMILES	Myeloid diff 2	Myeloid diff 2 GFP+ MAC1+ %
Cc1ncc(CO)c(CO)c1O	i	1.6
CC(C)(C)[C@@H]1COC(=O)[C@@H](Cc2ccc(F)cc2)CC/C=C\C[C@@H](CC(=O)N(CCO)Cc2ccccc2)C(=O)N1	i	1.3
COc1cccc(-c2ccc3c(c2)C2CC3CCN2C(=O)c2ccc(Cl)cc2)c1 (stereo not given)	i	0.2
Cc1ccnc(NC(=O)c2ccc(S(=O)(=O)N3CCC(C)CC3)cc2)c1	i	0.9
Cc1ccc(C(=O)C(C)OC(=O)Cc2c[nH]c3ccccc23)cc1 (stereo not given)	i	1.1
COC(=O)c1ccc2cc(OC)cc([N+](=O)[O-])c2n1	i	2.7

Source: PubChem BioAssay (NMMLSC)

Only part of the results is shown, so the mix of outcomes need not match the whole.
